Bioassay records from PubChem BioAssay.
APOBEC3A inh = human APOBEC3A DNA deaminase inhibition; P31941; recombinant A3A, FAM/TAMRA ssDNA deamination fluorescence; inhibition, % at 20 µM; 330,000 tested, 0.41% active; AID 493011;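 active = at least 40% inhibition at 20 µM here, with at most 30% in a related deaminase screen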;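 note: plate controls were A3A with DMSO for no effect and wells lacking A3A enzyme for full effect; some results filed as inactive read as strong as hits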
Target sequence (P31941 whole entry, looked up): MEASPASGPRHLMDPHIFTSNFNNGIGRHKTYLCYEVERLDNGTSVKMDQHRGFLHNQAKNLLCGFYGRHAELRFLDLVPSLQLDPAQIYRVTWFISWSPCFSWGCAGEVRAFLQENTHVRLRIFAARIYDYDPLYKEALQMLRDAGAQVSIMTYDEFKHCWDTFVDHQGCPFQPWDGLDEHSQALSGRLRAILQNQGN
SENP1 inh = blocks the human SENP1 SUMO protease catalytic domain. 360,000 tested, 0.21% active. recombinant SENP1 catalytic domain, CyPet-SUMO1-YPet FRET cleavage. inhibition, % at 10 µM. Q9P0U3. AID 624204;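 active = inhibition at least 30% at 10 µM, raw YFP signal under a set limit, fluorescence ratio 0.5 to 1.5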;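 note: 0% = enzyme with DMSO and 100% = no enzyme wells; some results filed as inactive read as strong as hits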
Target sequence (Q9P0U3 419-644 limits assumed): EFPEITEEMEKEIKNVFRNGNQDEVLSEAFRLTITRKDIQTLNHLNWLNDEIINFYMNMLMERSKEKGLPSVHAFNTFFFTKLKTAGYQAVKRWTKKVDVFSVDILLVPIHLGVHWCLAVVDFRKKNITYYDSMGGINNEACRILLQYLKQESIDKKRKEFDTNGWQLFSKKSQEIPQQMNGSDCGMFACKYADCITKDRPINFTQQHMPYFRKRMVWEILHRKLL
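system = hSENP1 catalytic domain, recombinant | reagent = SFCypet-SUMO1-SFYpet substrate at 25 nM | doses = one dose per compound, 10 µM, 0.5% DMSO | incubation = enzyme reaction for 50 min at room temperature, dark | measured by = FRET, CFP and YFP emission | controls = no-enzyme low, enzyme-DMSO high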
mIAP block = blocks mouse intestinal alkaline phosphatase; purified mouse IAP, CDP-Star luminescence, 30 min; inhibition, % at 10 µM; 330,000 tested, 0.2% active; AID 2806;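 active = inhibition of at least 40% at 10 µM in the primary screen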;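 note: plate controls were DMSO with enzyme for no effect and no enzyme wells for full effect; values of inactives mirror those of a sister screen read the other way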
mIAP activ = mouse IAP activation. muIAP, CDP-Star luminescence, 30 min; hits give high values; 1 = vehicle-only enzyme signal, 0 = enzyme-free wells. AID 2805. activation factor at 10 µM. 330,000 tested, 0.24% active;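 active = activation factor of at least 2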; note: the source names both 10 and 20 µM as test concentration; values of inactives mirror those of a sister screen read the other way
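Assay system: mouse IAP enzyme; Reagent: CDP-Star chemiluminescent phosphatase substrate; Compound: DMSO-dissolved test compounds; Incubation: 30 min, room temperature; Technique: luminescence from enzymatic CDP-Star hydrolysis; Controls: DMSO-only wells and no-enzyme negative control.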
NALP3 yeast inh = blocks the NALP3 inflammasome reconstituted in yeast. Yeast reconstituted NLRP3/ASC/caspase-1, beta-gal luminescence, 24 h. inhibition, % at 10 µM. 330,000 tested, 0.39% active;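 active = inhibition of 50% or more; inactive = inhibition below 50%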;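 note: plate controls were induced DMSO wells for no effect and uninduced yeast grown without galactose for full effect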
beta cell repl = induces beta-cell replication in MIN6 cells; MIN6 cells proliferation, ATPlite luminescence, 48 h; cells starved in 0.2% serum; 100% = growth in 10% serum; proliferation, % at 10 µM; 330,000 tested, 0.29% active;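 active = compounds whose signal lies at least 3.5 SD above the mean of all wells on their plate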;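 note: 0% = DMSO-treated cells in low-serum medium and 100% = 10% serum control; some compounds called inactive have numbers as strong as hits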
hIAP activ = human IAP activation | AID 2524 | purified human IAP, CDP-Star luminescence, 30 min; hits give high values; 1 = vehicle-only enzyme, 0 = enzyme-free background | activation factor at 10 µM | P09923 | 330,000 tested, 0.16% active;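 active = activation factor of the enzyme at least 2-fold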; note: the source names both 10 and 20 µM as test concentration; values of inactives mirror those of a sister screen read the other way
Target sequence (P09923 whole entry, looked up): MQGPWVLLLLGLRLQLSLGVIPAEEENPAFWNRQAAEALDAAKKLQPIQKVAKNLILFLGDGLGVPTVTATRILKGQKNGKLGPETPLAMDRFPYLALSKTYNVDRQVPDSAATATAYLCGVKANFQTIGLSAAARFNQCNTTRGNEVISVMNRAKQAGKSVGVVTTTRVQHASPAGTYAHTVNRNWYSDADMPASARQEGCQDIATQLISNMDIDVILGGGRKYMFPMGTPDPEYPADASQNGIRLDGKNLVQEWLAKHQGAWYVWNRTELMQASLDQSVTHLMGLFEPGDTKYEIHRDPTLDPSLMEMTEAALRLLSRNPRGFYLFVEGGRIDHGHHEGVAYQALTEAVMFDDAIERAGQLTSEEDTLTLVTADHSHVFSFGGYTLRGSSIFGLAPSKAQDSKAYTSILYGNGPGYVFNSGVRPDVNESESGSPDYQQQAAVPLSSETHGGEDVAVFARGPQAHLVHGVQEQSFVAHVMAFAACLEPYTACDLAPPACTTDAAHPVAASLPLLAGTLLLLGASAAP
APOBEC3G inh = inhibitors of human APOBEC3G DNA deaminase; recombinant A3G, ssDNA deamination FAM/TAMRA fluorescence; inhibition, % at 20 µM; 330,000 tested, 0.28% active; AID 493012;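 active = inhibition of at least 40% at 20 µM, with no more than 30% in the related APOBEC3A deaminase screen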;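 note: plate controls were DMSO wells with A3G for no effect and wells lacking A3G enzyme for full effect; some compounds called inactive have numbers as strong as hits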
hIAP inh = human IAP inhibition; P09923; purified IAP, CDP-Star luminescence, 30 min; inhibition, % at 10 µM; 330,000 tested, 0.12% active;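 active = inhibition reaching a set limit with compound at 10 µM in the primary screen, cut at about 35% in these data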;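 note: plate controls were DMSO wells with enzyme for no effect and no-enzyme buffer wells for full effect; values of inactives mirror those of a sister screen read the other way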
* = called active by the depositor; . = not tested or not shown. Some of the compounds tested (hit frequency here may not be typical).

SMILES | APOBEC3A inh | SENP1 inh | mIAP block | mIAP activ | NALP3 yeast inh | beta cell repl | hIAP activ | APOBEC3G inh | hIAP inh
CCn1c(=O)c2cc(S(=O)(=O)NC3CCCCC3)ccc2n(CC)c1=O | -1.9 | 2.4 | 0.9 | 0.991 | 4.8 | -2.0 | 1.22 | -3.6 | -21.9
Cc1cc(-c2nnc(CCC(=O)N(CC3CCC3)CC3CCCO3)o2)no1 (stereo not given) | -2.5 | -3.4 | -1.4 | 1.01 | 9.9 | -2.8 | 0.928 | -1.4 | 7.2
O=C(CSc1nnnn1-c1ccc(Cl)cc1)N1CCNC1=O | -5.2 | 1.8 | -1.7 | 1.02 | 9.7 | -0.9 | 0.907 | -6.6 | 9.3
Cn1c(CC(=O)Nc2ccccc2C(F)(F)F)c(Sc2ccccc2)c2ccccc21 | -1.7 | 3.6 | -1.8 | 1.02 | 8.0 | -2.8 | 1.03 | -4.1 | -2.7
c1ccc(CNc2nc(NCc3ccccc3)c3ccccc3n2)cc1 | -0.6 | 3.4 | -9.3 | 1.09 | 30.0 | -3.3 | 0.96 | -3.6 | 4.0
N#Cc1ccccc1OCC(=O)N1N=C(c2cccs2)CC1c1ccco1 (stereo not given) | 14.0 | -0.9 | 4.1 | 0.959 | 19.4 | 0.6 | 0.965 | 1.9 | 3.5
COc1cc(C(=O)Nc2oc(-c3ccccc3)c(-c3ccccc3)c2C#N)cc(OC)c1OC | -0.3 | -12.8 | 20.2 | 0.798 | -39.9 | -5.8 | 0.96 | -4.7 | 4.0
COc1ccccc1N1CN(CCc2ccccc2)CNC1=S | -1.8 | 1.1 | 2.3 | 0.977 | 21.1 | -2.6 | 0.729 | -2.0 | 27.1
Cc1ccc(S(=O)(=O)n2nc(OC(=O)C(C)(C)C)cc2N)cc1 | 2.3 | 2.7 | 1.6 | 0.984 | 0.2 | -5.0 | 1.02 | -2.2 | -2.0
CCOCCCNC(=O)C(NC(=O)c1ccc(NC(C)=O)cc1)c1ccc(OC)cc1 (stereo not given) | -4.0 | -0.7 | 0.5 | 0.995 | 5.6 | 0.0 | 0.892 | -3.2 | 10.8
NS(=O)(=O)c1ccc(NC(=O)COC(=O)CCc2ccccc2)cc1 | -2.0 | 5.0 | -16.8 | 1.17 | 8.5 | -2.5 | 1.12 | -5.5 | -12.3
CCC(C)(C)n1nnnc1C(c1cc2ccc(OC)cc2[nH]c1=O)N1CCc2ccccc2C1 (stereo not given) | 0.0 | -25.1 | -6.7 | 1.07 | -1.3 | -5.7 | 0.94 | -1.4 | 6.0
CCOC(=O)CCSc1nc(C)c2ccccc2n1 | 4.0 | -2.8 | 4.0 | 0.96 | 15.3 | -2.9 | 1.04 | -2.9 | -4.3
COc1cc(OC)cc(C(=O)NCC2CCCN(Cc3ccc(SC)cc3)C2)c1 (stereo not given) | -0.4 | -0.4 | -0.1 | 1 | 11.2 | 2.4 | 1.16 | -1.5 | -16.3
Cc1c[nH]c2cccc(OCC(O)CNC(C)(C)C)c12 (stereo not given) | 0.2 | -8.5 | -3.2 | 1.03 | 2.3 | -2.5 | 1.09 | -4.5 | -8.6

Part of the list above with just APOBEC3G inh, APOBEC3A inh and SENP1 inh:
mol | APOBEC3G inh | APOBEC3A inh | SENP1 inh
NS(=O)(=O)c1ccc(NC(=O)COC(=O)CCc2ccccc2)cc1 | -5.5 | -2.0 | 5.0
CCC(C)(C)n1nnnc1C(c1cc2ccc(OC)cc2[nH]c1=O)N1CCc2ccccc2C1 (stereo not given) | -1.4 | 0.0 | -25.1

Additional compounds follow.
SMILES | APOBEC3A inh | SENP1 inh | mIAP block | mIAP activ | NALP3 yeast inh | beta cell repl | hIAP activ | APOBEC3G inh | hIAP inh
Cc1cccc(CSc2nnnn2-c2ccccc2)c1 | -6.1 | 2.6 | 8.2 | 0.918 | -11.0 | -0.2 | 0.872 | -11.2 | 12.8
COc1ccccc1-n1cnnc1SCC(=O)c1c[nH]c2ccccc12 | -0.8 | -1.4 | -3.3 | 1.03 | -14.0 | 0.3 | 1.04 | -4.7 | -3.9
O=C(NCc1ccco1)C1(S(=O)(=O)c2ccc(Cl)cc2)CC1 | -1.6 | 2.1 | 6.6 | 0.934 | 33.5 | 1.3 | 1.09 | -4.8 | -9.5
N#C/C(=C\c1ccc(N2CCOCC2)o1)C(=O)NCCc1ccccc1 | -5.7 | -24.1 | 21.0 | 0.79 | 24.7 | 3.1 | 0.711 | 4.8 | 28.9
C#CCOc1ccc2c(C)cc(=O)oc2c1 | 0.3 | -2.2 | -4.4 | 1.04 | 14.4 | 2.2 | 1.08 | -4.3 | -8.3
CSCCC(NC(=O)c1ccco1)C(=O)NNC(=O)c1n[nH]c(=O)c2ccccc12 (stereo not given) | -0.9 | -1.2 | 28.1 | 0.719 | -10.9 | -1.3 | 1.35 | -2.4 | -35.0
Nc1nc(-c2cccnc2)nc(N2CCCCC2)n1 | -1.4 | 2.3 | 10.4 | 0.896 | -0.7 | -2.4 | 1.06 | -10.5 | -5.6
COc1ccc(-c2c(C)c3cc(O)ccc3oc2=O)cc1 | -3.2 | 1.2 | 6.1 | 0.939 | 23.3 | -2.3 | 1.02 | -2.0 | -2.1
COc1cc2c(cc1OC)CN(C(=O)CCCOc1ccc(Cl)cc1Cl)CC2 | 0.5 | 0.1 | 1.0 | 0.99 | 17.4 | -2.8 | 0.969 | -4.3 | 3.1
O=C(CNc1cccc(Cl)c1)c1ccc(Cl)cc1 | -0.6 | 1.1 | -0.8 | 1.01 | 14.5 | -3.8 | 1.07 | -2.9 | -6.6
Cc1cc(C(=O)N/N=C/c2ccc(-c3ccc(C)c(Cl)c3)o2)n[nH]1 | -1.6 | -19.9 | -2.4 | 1.02 | 23.5 | -2.4 | 1.06 | -12.2 | -6.3
CCCNC(=O)c1ccc(S(N)(=O)=O)cc1 | 1.1 | 0.7 | -5.3 | 1.05 | 9.1 | -4.2 | 1.01 | -4.5 | -0.9
O=S(=O)(c1ccc(NC(=S)NCCc2ccccc2)cc1)N1CCOCC1 | 0.1 | 1.0 | -83.6 | 1.84 | 8.1 | 1.8 | 0.97 | -7.6 | 3.0
COc1ccc(CNC(=O)[C@H](C)NC(=O)C2CCN(C(=O)[C@H](CCSC)NC(=O)OC(C)(C)C)CC2)cc1 | 1.3 | -0.6 | 8.9 | 0.911 | 7.7 | 0.0 | 0.999 | -5.3 | 0.1
CCCS(=O)(=O)N1CCC(C(=O)NCCc2ccc(C)cc2)CC1 | 0.3 | 0.8 | -0.3 | 1 | -9.8 | -4.0 | 0.932 | -5.7 | 6.8
O=C(Cc1ccc2c(c1)OCO2)NN=Cc1ccc([N+](=O)[O-])o1 | -0.9 | -25.6 | 54.2* | 0.458 | 12.5 | -6.2 | 1.15 | -7.8 | -15.3
CCN(CC)C(=O)C1CCCN(c2ccccc2[N+](=O)[O-])C1 (stereo not given) | 2.9 | 1.4 | 2.0 | 0.98 | 21.2 | 0.9 | 0.917 | -1.9 | 8.3
CC(C)(C)Nc1nc(-c2ccc3c(c2)CCN3C(=O)C2CC2)cs1 | -2.9 | -1.9 | 7.6 | 0.924 | 23.9 | -5.3 | 0.883 | -10.2 | 11.7
Cc1nnc(SCC(=O)NNC(=O)c2ccc(F)cc2)n1Cc1ccccc1 | -2.4 | 0.0 | 11.8 | 0.882 | 10.7 | 2.4 | 1.3 | -7.8 | -30.2
O=C(CN(CC1CCCO1)C(=O)Cn1nnc(-c2ccc(F)cc2)n1)NC1CCCCC1 (stereo not given) | -3.0 | 0.8 | 5.3 | 0.947 | 8.3 | 3.7 | 0.92 | -8.2 | 8.0
Cc1ccc(C(=O)N(CC(=O)Nc2ccc(Cl)c(Cl)c2)Cc2ccco2)cc1 | -2.9 | 0.9 | -86.3 | 1.86 | -3.0 | -1.6 | 1.05 | -10.1 | -5.0
CCN1C(=O)[C@H]2[C@H]3CN=C(SCc4ccc(Cl)cc4)N3[C@@](CC)(C(=O)OC)[C@H]2C1=O | 2.0 | 2.4 | -11.3 | 1.11 | . | . | . | 1.1 | .
CCOc1ccc(N2CC(C(=O)N/N=C/c3sccc3C)CC2=O)cc1 (stereo not given) | -1.7 | -0.1 | -11.0 | 1.11 | 6.2 | -2.2 | 1.08 | -5.7 | -7.8
CS(=O)(=O)N(CC(=O)N/N=C/c1cccc2c1OCCO2)c1ccccc1Br | -1.1 | 0.8 | 6.5 | 0.935 | -2.2 | 4.8 | 0.939 | -0.3 | 6.1
CCCn1nnc(NC(=O)c2ccc(-c3cc(Cl)ccc3Cl)o2)n1 | -3.0 | -0.4 | 6.5 | 0.935 | 5.9 | -0.2 | 0.915 | -5.9 | 8.5
COc1ccc(Br)cc1S(=O)(=O)N1CCN=C1C | -4.7 | 3.3 | -3.6 | 1.04 | 12.4 | -4.5 | 0.986 | -5.1 | 1.4
O=C(Cn1cc2c(n1)CCCC2)NC1CCN(Cc2ccccc2)CC1 | -3.6 | -0.6 | 3.0 | 0.97 | 5.6 | -0.2 | 0.769 | -7.6 | 23.1
O=C1c2cccc3cccc(c23)C(=O)N1CCN1CCN(CC(O)COCc2ccc(Cl)cc2)CC1 (stereo not given) | 4.1 | 4.8 | 13.5 | 0.865 | 10.4 | -5.8 | 0.925 | -6.0 | 7.5
CCOC(=O)c1c(NC(=O)Cn2nnc(-c3ccc(Cl)cc3)n2)sc(CC)c1C | 1.7 | -4.0 | 0.4 | 0.996 | 6.2 | -4.9 | 0.914 | 2.4 | 8.6
[N-]=[N+]=CC(=O)c1ccnc(C(=O)C=[N+]=[N-])c1 | -0.8 | -2.8 | -7.1 | 1.07 | 0.6 | -2.1 | 0.871 | -8.7 | 12.9
CCOc1ccccc1NC(=O)c1cnc2n(c1=O)CCS2 | 4.0 | -1.4 | 3.9 | 0.961 | 6.5 | 0.4 | 0.975 | 1.5 | 2.5
N/C(=N\OC(=O)COc1ccccc1)c1ccc(Cl)cc1 | -2.7 | 3.0 | 7.0 | 0.93 | 11.6 | 0.0 | 1.06 | -8.1 | -5.7
CCOC(=O)CSc1nnc2cc(C)c3ccccc3n12 | -0.2 | 1.3 | -0.8 | 1.01 | 16.1 | -2.0 | 0.91 | 0.5 | 9.0
CCn1cc(C(=O)NCCCN2CCC(C)CC2)c2cc(OC)c(OC)cc2c1=O | -0.2 | -1.0 | -3.0 | 1.03 | 7.2 | 0.1 | 0.898 | -6.7 | 10.2
CN(CCCC1CCCC1)C(=O)c1cc(COc2ccc(F)cc2F)on1 | 1.3 | 1.3 | 5.6 | 0.944 | 30.0 | -6.5 | 1.14 | -6.3 | -14.4
CN(C)CCNc1ncnc2sc(-c3ccccc3)cc12 | -1.6 | -12.1 | -5.5 | 1.05 | 7.2 | -3.3 | 1.06 | -7.5 | -6.3
Cn1c(SCC(=O)NCC2COc3ccccc3O2)nnc1C(F)(F)F (stereo not given) | -3.8 | 0.7 | 5.5 | 0.945 | 6.7 | 6.0 | 1.18 | -5.6 | -18.2
O=C(O)/C=C1\CCCc2ccccc2C1O (stereo not given) | -1.9 | 1.4 | 7.5 | 0.925 | 0.5 | 2.6 | 0.922 | -6.3 | 7.8
Cc1ccc(-c2[nH]c(-c3ccccc3)nc2SCC(=O)NCC2CCCO2)cc1 (stereo not given) | -2.6 | 2.1 | -12.5 | 1.12 | 16.6 | -0.3 | 0.894 | -11.3 | 10.6
